Bioassay records: PubChem, Sanford-Burnham Center for Chemical Genomics
beta cell repl – inducers of MIN6 beta-cell proliferation, primary screen, ATP luminescence, uHTS. MIN6 cells proliferation, ATPlite luminescence, 48 h; cells starved in 0.2% serum; 100% = growth in 10% serum. proliferation, % at 10 µM. 330,000 tested, 0.29% active. AID 2380, 2010;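 active = compounds whose signal lies at least 3.5 SD above the mean of all wells on their plate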;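 note: 0% = DMSO-treated cells in low-serum medium and 100% = 10% serum control; some compounds called inactive have numbers as strong as hits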
hIAP block – human IAP inhibitors, primary screen, biochemical, luminescence, uHTS; inhibition, % at 10 µM; purified IAP, CDP-Star luminescence, 30 min; 330,000 tested, 0.12% active;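 active = inhibition reaching a set limit with compound at 10 µM in the primary screen, cut at about 35% in these data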;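 note: plate controls were DMSO wells with enzyme for no effect and no-enzyme buffer wells for full effect; values of inactives mirror those of a sister screen read the other way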
Target sequence (P09923 whole entry, looked up): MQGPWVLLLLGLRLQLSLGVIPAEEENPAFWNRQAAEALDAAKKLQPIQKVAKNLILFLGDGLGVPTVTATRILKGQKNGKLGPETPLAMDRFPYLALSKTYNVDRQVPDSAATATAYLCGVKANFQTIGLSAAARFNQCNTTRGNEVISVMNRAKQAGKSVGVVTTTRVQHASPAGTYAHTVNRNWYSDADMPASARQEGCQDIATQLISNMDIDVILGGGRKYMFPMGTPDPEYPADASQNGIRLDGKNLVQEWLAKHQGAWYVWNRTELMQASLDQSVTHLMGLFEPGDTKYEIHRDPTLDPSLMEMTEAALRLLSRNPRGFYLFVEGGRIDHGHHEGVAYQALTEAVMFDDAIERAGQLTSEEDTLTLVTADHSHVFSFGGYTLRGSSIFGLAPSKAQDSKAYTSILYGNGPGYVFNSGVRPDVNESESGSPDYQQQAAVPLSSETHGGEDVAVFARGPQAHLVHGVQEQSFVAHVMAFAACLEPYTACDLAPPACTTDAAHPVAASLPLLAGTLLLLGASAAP
mIAP inh – inhibitors of mouse IAP, primary screen, biochemical, luminescence, uHTS. purified mouse IAP, CDP-Star luminescence, 30 min. AID 2806, 2010. 330,000 tested, 0.2% active. inhibition, % at 10 µM;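 active = inhibition of at least 40% at 10 µM in the primary screen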;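 note: plate controls were DMSO with enzyme for no effect and no enzyme wells for full effect; values of inactives mirror those of a sister screen read the other way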
NALP3 yeast inh – NALP3 inflammasome inhibitors in reconstituted yeast, primary screen, luminescence, uHTS; 330,000 tested, 0.39% active; Yeast reconstituted NLRP3/ASC/caspase-1, beta-gal luminescence, 24 h; AID 2825, 2010; inhibition, % at 10 µM;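 active = inhibition of 50% or more; inactive = inhibition below 50%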;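 note: plate controls were induced DMSO wells for no effect and uninduced yeast grown without galactose for full effect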
tim10-1 inh – growth inhibitors of tim10-1 mutant yeast, primary screen, luminescence, uHTS. inhibition, % at 20 µM. S. cerevisiae tim10-1 ts strain growth, BacTiter-Glo, 24 h. 330,000 tested, 2.2% active. AID 463190, 2010;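 active = inhibition of at least 40%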;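 note: mutant grown at 25 °C; 0% = DMSO wells with yeast and 100% = wells holding no yeast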
TIM10 inh – growth inhibitors of isogenic TIM10 control yeast, primary screen, counter-screen for tim10-1 yeast inhibitor project, luminescence, uHTS. S. cerevisiae TIM10 strain growth, BacTiter-Glo luminescence, 24 h. inhibition, % at 10 µM. 330,000 tested, 1.4% active;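 active = inhibition of 40% or more at the single tested concentration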;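 note: wild-type TIM10 isogenic control strain grown at permissive 25 °C; 0% = DMSO yeast wells and 100% = minimal medium wells without yeast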
A3A deaminase – APOBEC3A ssDNA deaminase inhibitors, primary screen, selectivity assay for APOBEC3G inhibitor project, biochemical, FAM/TAMRA oligo cleavage fluorescence; DNA dC->dU-editing enzyme APOBEC-3A (Homo sapiens), P31941; recombinant A3A, FAM/TAMRA ssDNA deamination fluorescence; inhibition, % at 20 µM; 330,000 tested, 0.41% active;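 active = at least 40% inhibition at 20 µM here, with at most 30% in a related deaminase screen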;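 note: plate controls were A3A with DMSO for no effect and wells lacking A3A enzyme for full effect; some results filed as inactive read as strong as hits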
Target sequence (P31941 whole entry, looked up): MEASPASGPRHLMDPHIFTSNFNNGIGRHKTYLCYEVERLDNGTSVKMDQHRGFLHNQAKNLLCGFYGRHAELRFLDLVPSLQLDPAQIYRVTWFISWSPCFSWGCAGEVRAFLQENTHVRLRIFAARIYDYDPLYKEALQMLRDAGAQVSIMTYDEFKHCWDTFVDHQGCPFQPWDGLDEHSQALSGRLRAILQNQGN
mIAP act – activators of mouse IAP, primary screen, biochemical, luminescence, uHTS; intestinal alkaline phosphatase [Mus musculus]; muIAP, CDP-Star luminescence, 30 min; active compounds read high; 1 = vehicle-only enzyme signal, 0 = enzyme-free wells; activation factor at 10 µM; 330,000 tested, 0.24% active; AID 2805, 2010;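 active = activation factor of at least 2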; note: the source names both 10 and 20 µM as test concentration; values of inactives mirror those of a sister screen read the other way
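System: Mouse IAP enzyme | Also added: CDP-Star substrate | Dosing: Compounds dispensed in DMSO | Schedule: 30 min enzyme-substrate-compound incubation at room temperature | Technique: Chemiluminescence readout | Control set: DMSO-only wells and no-enzyme negative control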
APOBEC3G inh – APOBEC3G DNA deaminase inhibitors, primary screen, biochemical, fluorescence, single-stranded DNA substrate, uHTS. DNA dC->dU-editing enzyme APOBEC-3G (Homo sapiens), Q9HC16. recombinant A3G, ssDNA deamination FAM/TAMRA fluorescence. inhibition, % at 20 µM. 330,000 tested, 0.28% active. AID 493012, 2011;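 active = inhibition of at least 40% at 20 µM, with no more than 30% in the related APOBEC3A deaminase screen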;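 note: plate controls were DMSO wells with A3G for no effect and wells lacking A3G enzyme for full effect; some compounds called inactive have numbers as strong as hits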
Target sequence (Q9HC16 whole entry, looked up): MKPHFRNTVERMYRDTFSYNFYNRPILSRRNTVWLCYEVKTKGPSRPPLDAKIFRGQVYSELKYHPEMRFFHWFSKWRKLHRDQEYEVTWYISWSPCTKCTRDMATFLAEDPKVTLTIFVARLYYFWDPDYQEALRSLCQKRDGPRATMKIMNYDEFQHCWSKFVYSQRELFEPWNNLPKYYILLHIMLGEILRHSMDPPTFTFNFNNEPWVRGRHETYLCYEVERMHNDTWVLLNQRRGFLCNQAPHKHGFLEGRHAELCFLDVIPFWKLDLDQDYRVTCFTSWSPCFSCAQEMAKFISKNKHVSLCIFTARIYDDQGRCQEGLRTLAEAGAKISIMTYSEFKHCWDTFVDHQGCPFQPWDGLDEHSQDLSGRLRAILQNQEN
An asterisk follows results filed as active. An unsorted share of the library. About 4.6% of those tested had a hit in this group.

Screens in order – beta cell repl	hIAP block	mIAP inh	NALP3 yeast inh	tim10-1 inh	TIM10 inh	A3A deaminase	mIAP act	APOBEC3G inh
#1 C[C@H]1CN([C@@H](C)CO)C(=O)c2cccc(NC(=O)Nc3ccc(C(F)(F)F)cc3)c2O[C@@H]1CN(C)S(=O)(=O)c1ccc(Cl)cc1
 : -6	-2	-111	15	27	-5	-1	2.1*	-4
#2 CCN1CCN(c2oc(-c3ccc([N+](=O)[O-])cc3)nc2C#N)CC1
 : -2	-18	10	9	4	-1	1	0.9	-8
#3 CC(C)OC(=O)C(NC(=O)c1ccccc1)=C1CCCCC1
 : -3	6	16	2	31	15	2	0.84	-4
#4 CCOC(=O)C1CCCN(C(=O)c2cc3ncc(Br)cn3n2)C1 (stereo not drawn)
 : -2	-93	3	10	17	-9	16	0.97	-8
#5 CCCC1(C(=O)OCC)NC(c2ccc(N(C)C)cc2)C2C(=O)N(c3ccc(F)cc3)C(=O)C21 (stereo not drawn)
 : 1	-3	-20	12	20	11	-3	1.2	-4
#6 CC(c1ccc(F)cc1)n1cc(C(=O)NCCN(C)C)nn1 (stereo not drawn)
 : -1	-1	3	6	0	-6	-4	0.97	-9
#7 CN(C)NC(=O)c1csnc1-c1c(Cl)cccc1Cl
 : 2	-14	-13	-10	-14	-12	1	1.1	-3
#8 CC1(C)CC(=O)C2=C(C1)Nc1ccccc1NC2c1ccccn1 (stereo not drawn)
 : 2	2	8	1	6	-7	-1	0.92	-3
#9 CC(=O)Nc1ccc(S(=O)(=O)Nc2nnc(CC(C)(C)C)s2)cc1
 : 3	10	0	0	3	1	-1	1	6
#10 [O-][N+]1=C2CCC/C(=N\O)C2=NC12CCCCC2
 : 3	-5	10	13	4	-8	3	0.9	6
#11 CC(=O)Nc1ccc(SCCN2CC[C@@H](C)CCC2=O)cc1
 : 0	13	1	5	-2	2	-1	0.99	-4
#12 CCc1cc(C(=O)N/N=C/c2ccc(O)cc2O)c2ccccc2n1
 : -5	-67	10	14	-9	12	-1	0.9	-3
#13 CCOC(=O)c1c(C)[nH]c(C(=O)N/N=C/c2ccc(Br)cc2)c1C
 : -6	-5	12	13	26	50*	-2	0.89	-8
#14 O=C(Cc1cccs1)Nc1cccc(-c2ccc3nncn3n2)c1
 : -2	-8	-6	-2	7	13	3	1.1	-6
#15 COc1ccc(-n2c(C(C)n3nc(C)c([N+](=O)[O-])c3C)n[nH]c2=S)cc1 (stereo not drawn)
 : 0	-6	-2	8	4	-7	-3	1	19
#16 O=S(=O)(NCC1CCCO1)c1ccc(S(=O)(=O)N(Cc2ccc(F)cc2)C2CCCCC2)cc1 (stereo not drawn)
 : -4	-5	2	4	12	-9	-5	0.98	-5
#17 Cc1nc(N2CCCCC2)sc1C(=O)c1ccc(SCCO)c([N+](=O)[O-])c1
 : -6	9	-3	8	31	40	3	1	-5
#18 CC(C)CCOc1cccc(OCC(=O)Nc2ccncc2)c1
 : -4	-9	-4	66*	17	56*	-1	1	-3
#19 CCOC(=O)c1cnn(-c2ccccc2)c1-n1cccc1C(=O)C(=O)Nc1ccccc1
 : 0	3	7	8	21	5	-2	0.93	-2
#20 C=CCn1c(SCC(=O)NC2CC2)nc2sc(CC)cc2c1=O
 : -2	-8	-6	12	-3	-26	3	1.1	-8
#21 O=C(NCCc1nnc2ccc(N3CCCCCC3)nn12)c1ccccc1F
 : 2	7	-4	18	-4	-2	1	1	4
#22 O=C(N/C(=C\c1ccc(Br)cc1)C(=O)N1CCCC1)c1ccccc1F
 : 3	6	-2	2	27	27	7	1	4
#23 COc1ccc(CC(=O)NCCc2ccc(OC)c(OC)c2)cc1
 : -1	5	1	-7	6	-2	-2	0.99	-7
#24 NC(=O)c1cccc2c3c([nH]c12)CCCC3
 : -3	13	6	4	6	7	2	0.94	1
#25 CN(Cc1ccno1)C(=O)CC1C(=O)NCCN1CC(c1ccccc1)c1ccccc1 (stereo not drawn)
 : -3	-7	5	13	-4	2	2	0.95	-7
#26 COc1ccc(Cl)cc1NC(=O)CSc1nnc(C)c(=O)n1N
 : 1	-26	1	-2	8	5	-7	0.99	-8
#27 Cc1cccc(NC(=O)CN(c2ccc(C(C)C)cc2)S(=O)(=O)c2c(C)nn(C)c2C)n1
 : -2	4	-14	4	18	-3	-3	1.1	-9
#28 Cc1ccc(NC2CCCN(C(=O)c3cccc(-c4ncc[nH]4)c3)C2)cc1C (stereo not drawn)
 : 2	-18	-8	-3	-9	5	17	1.1	13
#29 O=C(c1cc2cc(F)ccc2[nH]1)N1CCC(Cc2ccccc2)CC1
 : -5	-1	0	9	10	23	-4	1	-9
#30 CN(C)c1ccc(/C=N\Nc2ccccn2)cc1
 : -2	-6	1	23	-7	-8	-6	0.99	-8
#31 COc1ccc(C(CCNC(C)c2ccccc2)c2ccc(F)cc2)cc1 (stereo not drawn)
 : -3	11	2	29	51*	19	5	0.98	1
#32 CCCN(CC(=O)NC(=O)NC1CCCCC1)CC(=O)Nc1cc(Cl)ccc1Cl
 : -8	-25	-6	10	18	14	2	1.1	-3
#33 Cc1ccc(C(=O)NCC(=O)NC2CCC(C)CC2)s1 (stereo not drawn)
 : -2	14	-4	23	-27	-4	2	1	-5
#34 O=c1nc(SCc2c(F)cccc2Cl)nc(-c2ccc(Cl)cc2)[nH]1
 : -4	4	6	11	1	7	2	0.94	-3
#35 COCCn1c(SCC(=O)c2cc(C)n(C)c2C)nc2ccccc2c1=O
 : 1	10	8	8	-4	-3	-1	0.92	-3
#36 COc1ccc(/C=C2\SC(=S)N(CCC(=O)N3CCOCC3)C2=O)cc1
 : -1	-23	8	1	15	10	-3	0.92	-8
#37 COc1ccc(CNC(=O)COC(=O)c2ccc(C(=O)c3ccccc3)cc2)cc1
 : -3	4	2	16	14	2	2	0.98	-5
#38 Cc1ccc(S(=O)(=O)NC(=O)c2ccccc2)cc1C(C)C
 : -2	4	7	11	-10	-1	-3	0.93	-5
#39 Cc1ccc(C(=O)NCCSc2ccccc2)cc1S(=O)(=O)Nc1ccccc1
 : -2	12	6	1	17	12	-5	0.94	-8
#40 COc1ccc(CN(Cc2ccc(C(=O)O)cc2)C(=S)Nc2ccccc2F)cc1OC
 : -5	-10	-2	12	0	5	3	1	0
#41 CC(=O)N1CCc2cc(NS(=O)(=O)c3cccs3)ccc21
 : -1	-9	5	-24	-8	-2	-3	0.95	-2
#42 CCOC(=O)c1c(C)[nH]c(C)c1C(=O)COC(=O)[C@@H](NC(=O)c1ccco1)C(C)C
 : 2	17	6	7	16	7	-3	0.94	-6
#43 CCN1C(=O)NC(c2ccccc2)(c2ccccc2)C1=O
 : 0	-10	-3	-7	-6	-2	0	1	-1
#44 COC(=O)c1ccc(-c2noc(CN(C)Cc3ccncc3C)n2)cc1
 : -3	1	-2	18	-5	-5	1	1	-7
#45 O=C(COc1cccnc1[N+](=O)[O-])N1CCN(S(=O)(=O)c2ccc3ccccc3c2)CC1
 : -1	8	8	13	18	2	3	0.92	0
#46 COc1cc(OC)c2c(c1O)OC(c1ccccc1)CC2=O (stereo not drawn)
 : 0	3	54*	4	-19	-7	5	0.46	6
#47 O=C(COC(=O)c1cnccn1)c1ccc(-c2ccccc2)cc1
 : -2	2	5	-1	8	-7	-3	0.95	-10
#48 O=C(Nc1cccs1)Nc1ccc(Br)cc1F
 : -2	-1	-59	21	-51	-4	-5	1.6	-2
#49 Nc1[nH][nH]c(=O)c1N=Nc1cccc(Cl)c1
 : -2	4	6	14	16	30	-5	0.94	-7
#50 O=C(CSc1nc2ccccc2s1)Nc1ccc2c(c1)OCO2
 : 1	18	-8	33	11	2	2	1.1	5

(cont.)
Screens in order – beta cell repl	hIAP block	mIAP inh	NALP3 yeast inh	tim10-1 inh	TIM10 inh	A3A deaminase	mIAP act	APOBEC3G inh
#51 Cc1ccc(S(=O)(=O)N2CCN(C(=O)c3ccc(S(=O)(=O)N4CCCC4)cc3)CC2)cc1
 : -1	-27	-3	23	-9	-6	1	1	-7
#52 CCOC(=O)C1CCN(Cc2cccc(Oc3ccccc3)c2)CC1
 : -5	32	6	11	-12	3	-5	0.94	7
#53 CCCc1nc2oc3ccccc3c(=O)c2c(=O)n1CCCOC
 : -1	10	-6	12	5	-9	-5	1.1	-6
#54 CC1(C)CC(=O)C2=C(C1)Nc1ccccc1NC2c1cc(Cl)ccc1O (stereo not drawn)
 : -2	5	6	19	4	-2	-9	0.94	-5
#55 COc1ccc2nc(NC(=O)c3ccc(-n4nc(C)cc4C)cc3)sc2c1
 : -1	-16	8	18	-9	-3	-4	0.92	-7
#56 CCC(C)OC(=O)C(C)Oc1ccc(-c2ccccc2)cc1 (stereo not drawn)
 : 0	14	7	11	7	3	0	0.93	1
#57 CCC(CC)C(=O)c1c[nH]c(C(=O)O)c1
 : 4	0	1	-2	5	-15	4	0.99	-1
#58 COCCCNC(=O)CSc1nc2sc(C(=O)OC)c(C)c2c(=O)n1N
 : -1	-5	-5	1	1	-7	1	1.1	-4
#59 Cc1nnc(SCCn2c(N3CCCCC3)nc3c2c(=O)[nH]c(=O)n3C)s1
 : 0	-14	8	2	0	2	-1	0.92	-4
#60 Cc1ccc(C)c(C(C)NC(=O)c2ccncc2)c1 (stereo not drawn)
 : 0	-1	5	6	11	-13	0	0.95	21
#61 Cc1ccccc1OC1CCN(C(=O)c2cc(COc3ccccc3)on2)CC1
 : -3	0	15	19	23	14	0	0.85	-4
#62 CCOC(=O)C1(Cc2cccc(OC)c2)CCN(C/C=C/c2ccccc2)CC1
 : -5	-1	-6	28	9	-2	-6	1.1	-12
#63 Cc1ccc(NC(=O)C(c2ccccc2)N2CCN(CC(=O)NC3CC3)CC2)cc1Cl (stereo not drawn)
 : -3	-5	-48	15	5	4	16	1.5	-6
#64 N#Cc1cccc(Oc2ccc(-c3cnc4ccccc4n3)cc2)c1C#N
 : 3	9	-1	13	3	-28	2	1	0
#65 Cc1cccc(-c2oc3ccccc3c2C#CCCCCO)c1
 : -7	-25	8	1	18	8	-1	0.92	-6
#66 COCCCNC(=S)NNC(=O)c1cccnc1
 : 3	6	2	10	6	-3	-1	0.98	-5
#67 CCOC(=O)Cn1c(=O)oc2cc(S(=O)(=O)NC(C)c3ccccc3)ccc21 (stereo not drawn)
 : 4	8	-7	15	13	2	0	1.1	-2
#68 O=C(NCCCNC(=O)c1cccs1)c1cccs1
 : 0	13	-5	-3	12	8	2	1	-3
#69 Clc1cccc(CNCCCSc2ncccn2)c1Cl
 : -2	-21	21	19	-10	-12	5	0.79	-2
#70 Cc1ccccc1CC1(CO)CCCN(C(=O)c2ccccc2Cl)C1 (stereo not drawn)
 : -2	5	-1	16	32	24	1	1	-3
#71 O=C(NCc1ccc2c(c1)OCO2)c1nnc(Cc2ccc(Cl)cc2)o1
 : 0	-6	4	11	-15	-9	1	0.95	-5
#72 CCCCn1c(SCC(=O)N2c3ccccc3CCc3ccccc32)nc2c1c(=O)n(C)c(=O)n2C
 : -2	2	20	11	7	-1	1	0.8	10
